Screening results deposited in PubChem BioAssay by several laboratories.
DDE Tn6 FP inh = DD(E)-Tn6 binding inhibition, primary FP screen | Fibrin DD(E) TRITC-Tn6 fluorescence polarization displacement | P02675 | inhibition, % at 8.3 µM | actives 0.21% (n = 370,000);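 active = inhibition above a per-campaign cutoff: mean of compounds within control limits plus 3 SD, cut at about 15% in these data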;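 note: 0% = median of all compound wells on the plate and 100% = blocking peptide control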
ARFGAP1 inhibitor = inhibits rat ARF GTPase activating protein 1; AID 651572; Arfgap1-stimulated ARF1 GTP hydrolysis, GDP FP detection; inhibition, % at 16.5 µM; Q62848; actives 0.26% (n = 360,000);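 active = inhibition above a per-plate limit, mean inhibition of low control wells plus 3 SD, cut at about 25% in these data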;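 note: 0% = DMSO wells with enzyme and 100% = wells lacking Arfgap1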
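Material: rat Arfgap1 catalytic domain, aa 1-136; also added: human ARF1(Δ1-17)-GTP substrate; compound dosing: one concentration, 16.5 µM, DMSO 1.26%; incubation: GTP hydrolysis reaction 2 h at 25 °C; measured by: Tracer-displacement fluorescence polarization with EDTA stop, 620/688 nm; evaluation: % inhibition from polarization; repeats: one replicate per compound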
GAA850 FXN act = increases GAA850 frataxin promoter reporter activity | HEK293 lucGAA850 FXN promoter luciferase reporter, 24 h; percent of 10 µM SAHA response | activation, % at 6 µM | actives 0.56% (n = 360,000) | AID 540364;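 active = activation above the average of all compounds screened plus 3 SD, cutoff fixed separately per campaign, cut at about 7.5% in these data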;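 note: 0% = DMSO wells and 100% = 10 µM SAHA wells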
GC-B act = GC-B (human) receptor activation | activation, % at 10 µM | HEK293-GC-B cells, CNP EC30, cGMP TR-FRET; 0% at EC30 CNP, 100% saturating CNP | actives 0.11% (n = 370,000);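 active = activation at 10 µM reaching about 35% in either raw or pattern-adjusted values, limit read from the data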
Target sequence (P20594 whole entry, looked up): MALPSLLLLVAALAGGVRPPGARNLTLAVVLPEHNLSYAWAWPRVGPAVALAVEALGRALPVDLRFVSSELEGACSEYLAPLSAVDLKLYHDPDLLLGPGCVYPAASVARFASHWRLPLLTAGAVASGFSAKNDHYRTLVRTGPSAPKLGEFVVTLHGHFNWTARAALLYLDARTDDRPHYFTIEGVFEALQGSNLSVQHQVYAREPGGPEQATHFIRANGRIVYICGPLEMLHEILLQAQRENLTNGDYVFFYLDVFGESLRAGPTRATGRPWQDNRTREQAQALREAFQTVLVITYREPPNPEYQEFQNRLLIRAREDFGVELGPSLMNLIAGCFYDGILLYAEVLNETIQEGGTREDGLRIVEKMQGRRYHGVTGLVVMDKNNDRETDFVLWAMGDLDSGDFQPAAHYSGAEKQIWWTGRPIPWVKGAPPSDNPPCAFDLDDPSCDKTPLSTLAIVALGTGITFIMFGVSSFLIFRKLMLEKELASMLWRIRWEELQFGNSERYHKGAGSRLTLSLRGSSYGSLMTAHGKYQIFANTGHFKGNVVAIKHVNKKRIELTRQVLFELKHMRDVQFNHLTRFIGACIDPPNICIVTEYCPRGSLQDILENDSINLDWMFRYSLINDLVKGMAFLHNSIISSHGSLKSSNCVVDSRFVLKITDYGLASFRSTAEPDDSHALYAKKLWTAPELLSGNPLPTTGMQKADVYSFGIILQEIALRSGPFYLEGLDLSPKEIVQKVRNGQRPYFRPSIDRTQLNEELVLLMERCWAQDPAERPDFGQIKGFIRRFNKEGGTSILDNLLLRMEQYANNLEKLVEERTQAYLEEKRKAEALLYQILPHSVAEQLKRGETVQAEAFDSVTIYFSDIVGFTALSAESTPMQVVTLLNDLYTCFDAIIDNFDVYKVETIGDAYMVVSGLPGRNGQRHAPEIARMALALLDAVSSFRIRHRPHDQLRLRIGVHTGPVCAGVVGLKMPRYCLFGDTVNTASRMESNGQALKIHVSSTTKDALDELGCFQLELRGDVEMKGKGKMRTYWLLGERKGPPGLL
KLK7 zymogen act = activates the human kallikrein-7 zymogen; P49862; purified proKLK7, EDANS-DABCYL substrate fluorescence; 100% is mature enzyme control, 0% vehicle; activation, % at 7 µM; actives 0.9% (n = 370,000); AID 652039;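 active = activation above the mean of all tested compounds plus 3 SD, computed per campaign excluding outliers beyond control limits, cut at about 13% in these data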
rCAG binder = r(CAG) repeat RNA binding | actives 1.3% (n = 370,000) | TO-PRO-1 dye displacement fluorescence | inhibition, % at 3 µM;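 active = inhibition above the plate cutoff, the mean of all test compounds on that plate plus 3 SD, cut at about 35% in these data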;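 note: 0% = DMSO alone and 100% = 100 µM mitoxantrone as full dye displacement; higher means more dye released from RNA so lower well fluorescence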
ASAP1 inh = blocks human ASAP1-stimulated Arf1 GTP hydrolysis; Q9ULH1; GDP FP detection; inhibition, % at 16.5 µM; actives 0.19% (n = 360,000); AID 624377; in the data active = inhibition above about 25%;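 note: 0% = vehicle with enzyme and substrate and 100% = no enzyme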
ADAM10 inh = inhibitors of human ADAM10; actives 0.62% (n = 370,000); inhibition, % at 7 µM; recombinant ADAM10, EDANS/DABCYL FRET peptide cleavage, 3 h;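 active = inhibition above a per-campaign cutoff equal to the mean of compounds falling between control-based bounds plus 3 SD, cut at about 20% in these data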;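 note: 0% = DMSO wells while the 100% control is not disclosed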
HGIII-sPLA2 inh = Blocks human group III sPLA2 activity; QFRET BODIPY PC-A2 liposome hydrolysis, fluorescence; inhibition, % at 12.2 µM; actives 0.56% (n = 370,000);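 active = inhibition above mean plus 3 SD of compounds lying within the high and low control bounds, cut at about 19% in these data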;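 note: 0% = median of test compound wells and 100% = no enzyme DMSO wells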
NPR1 activator = GC-A (human) enzyme activation | HEK293 GC-A cells, cGMP TR-FRET, EC30 ANP; 0% at EC30 ANP, 100% saturating ANP | activation, % at 10 µM | actives 0.14% (n = 370,000) | AID 1671463; in the data active = activation above about 40%
The depositor's hits bear a star; i = inactive; nt = not tested or not shown.

SMILES	DDE Tn6 FP inh	ARFGAP1 inhibitor	GAA850 FXN act	GC-B act	KLK7 zymogen act	rCAG binder	ASAP1 inh	ADAM10 inh	HGIII-sPLA2 inh	NPR1 activator
Cc1ccc(S(=O)(=O)CC(O)CN2CCCC2=O)cc1 (stereo not drawn)	0.6	-0.1	-0.6	1.3	0.3	1.4	18.8	-0.2	0.2	3.1
CCCCSc1nnc([C@H](C)NC(=O)OC(C)(C)C)o1	6.4	-14.9	-0.5	4.4	-0.3	-3.8	-15.2	6.5	1.2	-0.8
NC(=O)c1csc(C2OC(CO)C(O)C2O)n1 (stereo not drawn)	1.4	0.4	nt	-3.4	-0.2	4.2	2.2	5.1	0.3	0.9
CN(C)CCCN(C(=O)c1ccc(S(=O)(=O)N2CCc3ccccc3C2)cc1)c1nc2ccc(F)cc2s1	-0.8	13.2	0.6	5.2	-0.3	0.3	-9.3	-1.7	-8.4	-6.8
COC(=O)c1cc(NC(=O)c2c(Cl)nc3sccn23)cc(C(=O)OC)c1	2.2	-7.1	2.5	1.1	1.2	0.9	5.3	-2.0	6.1	1.1
CSCCC(NC(=O)c1ccccc1Br)C(=O)NNC(=O)C1COc2ccccc2O1 (stereo not drawn)	2.1	-16.8	-2.2	-3.4	-0.4	0.0	-10.8	-2.2	1.8	0.1
COc1ccc(CNCC(O)(c2ccc(Cl)cc2)c2ccc(Cl)cc2)cc1OC	-4.7	-0.3	-8.5	-21.7	1.0	-6.1	5.4	8.1	-12.7	-39.2
c1ccc2c(c1)oc1c(NCC3CCCO3)ncnc12 (stereo not drawn)	4.8	11.6	2.4	1.4	0.9	-0.5	-4.9	3.1	4.7	2.6
COc1ccc(-c2ncn(CCC#N)c2[N+](=O)[O-])cc1	13.2	2.3	3.0	3.1	0.3	2.3	6.5	-1.3	-2.3	1.1
COc1cc2c(cc1OC)CN(S(=O)(=O)/C=C/c1ccccc1)CC2	6.5	-6.6	0.6	4.6	6.0	-3.6	15.6	-17.1	2.0	-0.7
COc1ccc(NC(=O)CN(C)C(=O)Cc2n[nH]c(=O)c3ccccc23)cc1	-4.2	1.0	0.8	2.9	0.8	1.6	-18.2	-4.5	6.5	1.0
CC(N)c1ccc(Cl)cc1Cl (stereo not drawn)	-1.4	2.5	2.2	0.4	-0.3	-1.9	9.7	-11.9	4.4	1.2
CSc1ncc(CN2CCN(C3CCCCC3)C(CCO)C2)cn1 (stereo not drawn)	-2.9	19.4	-0.1	1.9	-0.3	-5.1	-7.7	-13.8	0.9	-4.4
CCOP(=O)(OCC)c1nc(-c2ccc(OC)cc2)oc1N1CCOCC1	10.9	1.7	0.5	0.8	1.1	-3.0	5.3	i	-3.0	-2.3
COc1ccc(NC(=O)CN(C)C(=O)c2cc(C)oc2C)cc1	0.8	5.9	0.6	0.0	-0.3	3.9	-8.7	-4.7	-0.7	0.8
CC(O)[C@@H](NC(=O)C1CCC(CNC(=O)[C@H](Cc2ccccc2)NC(=O)OC(C)(C)C)CC1)C(=O)O (stereo partly drawn)	11.1	2.9	0.4	-2.2	0.6	-3.8	-5.3	-1.8	-4.3	-1.8
O=c1ccoc2ccccc12	4.0	-1.3	-2.3	-2.1	0.2	-1.8	7.6	-3.2	5.5	-2.6
C=CCC[C@@H](Cc1ccc(F)cc1)C(=O)OCCNC(=O)[C@@H](CC=C)CC(=O)N[C@@H](CO)Cc1ccccc1	-4.5	2.0	-4.4	-1.1	0.3	-1.3	1.1	-6.8	-6.8	5.6
O=C(NC1CCCCC1)c1ccccc1NC(=O)C1CC(=O)N(c2ccccc2)C1 (stereo not drawn)	0.9	9.7	-1.9	0.6	-0.1	-0.9	-9.8	8.0	3.1	-2.8
CS(=O)(=O)Nc1ccc(C(=O)NCCSc2ccc(Cl)cc2)cc1	1.8	4.6	1.6	-1.1	0.0	-0.6	3.3	4.5	-8.0	-2.2
CC(C)CC(CCc1ccccc1)OS(N)(=O)=O (stereo not drawn)	6.0	3.0	0.6	8.6	0.1	-2.2	-1.9	-0.4	2.1	0.6
Cc1ccc(N(C(=O)CS(=O)CC(=O)Nc2ccc(F)cc2)C(C)C(=O)NC(C)(C)C)cc1 (stereo not drawn)	-3.1	3.3	1.1	5.2	0.2	-8.3	-13.3	7.6	-1.5	3.5
Cn1c(Cn2c(=O)sc3ccccc32)nnc1SCc1cccnc1	-7.1	1.5	0.7	-2.0	0.4	1.0	-0.9	-1.3	5.8	-0.8
Nc1cc(=O)[nH]c(SCCSc2ccccc2F)n1	0.0	9.5	4.9	-2.4	0.7	0.3	-4.6	1.9	-3.0	1.0
CC1CN(C(=O)c2cc3ccccc3oc2=O)CC(C)O1 (stereo not drawn)	2.5	7.4	-2.5	2.7	-0.1	-2.5	6.2	-0.1	8.1	1.4
Cc1cccc(C(=O)OCC(=O)NCCCc2ccccc2)c1	1.4	1.4	1.4	-4.3	-0.7	-8.3	-8.3	-2.0	-1.5	-2.8
COc1ccc(C(=O)Nc2ccc(C(=O)Nc3cccc(C)c3)cc2)cc1	-2.2	4.8	-0.1	-3.3	0.0	-0.6	13.1	-0.4	4.0	1.4
COc1cccc(NC(=O)Cn2c3ccccc3c3nc4n(c(=O)c32)CCCS4)c1	-15.8	7.5	1.1	-3.0	-0.3	16.1	-0.1	-36.6	-1.7	-1.0
Fc1ccc(-c2nc3ccc(Br)cn3c2Cc2ccsc2)cc1	8.8	3.6	nt	-9.2	-0.1	20.3	-11.6	-4.4	-3.3	0.7
O=C(c1cccc(F)c1)N1CCN(C(=O)C(c2ccccc2)c2ccccc2)CC1	1.1	19.3	0.2	-1.3	0.3	-0.4	-4.7	1.7	-5.3	-3.0
O=C(C[n+]1ccccc1)Nc1ccccc1Br	10.7	1.6	-1.1	-0.9	-0.7	-0.7	1.7	0.5	2.1	-0.6
COCc1[nH]nc2c1C(c1ccc(F)cc1)NC2=O (stereo not drawn)	4.0	14.0	nt	12.7	0.1	2.6	10.2	-5.6	8.8	3.2
O=C(Nc1ccc(Cl)cc1)Nc1cccnc1	-5.9	1.9	8.4*	2.8	-0.6	0.3	6.0	-3.8	-2.9	-2.3
COc1ccc(N(CC(=O)NCc2ccc(Cl)cc2)S(=O)(=O)c2c(C)n[nH]c2C)cc1	-1.4	5.3	-1.8	-4.7	-0.7	-1.2	17.3	-2.2	-8.9	-7.9
CC(C)(C)C(=O)Nc1nnc(SCc2cccc(F)c2)s1	1.8	10.2	2.7	5.7	-0.7	-2.9	6.2	-6.7	0.7	3.7
Cc1cccc(C)c1NC(=O)C(c1ccccc1)N1CCN(c2ccc(F)cc2)CC1 (stereo not drawn)	-3.5	2.1	nt	-1.8	1.2	1.3	4.5	2.4	0.1	-2.2
O=C(c1ccsc1)N1CCCC(N2CCN(c3cccc(C(F)(F)F)c3)CC2)C1 (stereo not drawn)	1.2	2.0	1.6	8.2	0.3	-12.2	8.1	1.5	2.7	-2.9
COc1ccccc1N(CC(=O)NCc1ccccn1)S(C)(=O)=O	-2.3	9.4	1.7	-6.5	-0.9	0.7	0.8	8.8	5.0	0.5
Cc1nc(C(F)(F)F)ccc1C(=O)N1CCC1(C)C(=O)NS(=O)(=O)c1cccc(C#N)c1 (stereo not drawn)	9.4	-3.6	0.3	1.8	0.1	-0.1	5.8	-5.0	-0.1	2.5
O=C(NCc1csc2ccc(Cl)cc12)Nc1cccc2ccccc12	2.4	0.6	0.9	-0.5	3.1	3.4	-13.5	-6.7	-24.4	1.5

Entries shown so far that have a thiophene ring, fused or not:
SMILES	DDE Tn6 FP inh	ARFGAP1 inhibitor	GAA850 FXN act	GC-B act	KLK7 zymogen act	rCAG binder	ASAP1 inh	ADAM10 inh	HGIII-sPLA2 inh	NPR1 activator
Fc1ccc(-c2nc3ccc(Br)cn3c2Cc2ccsc2)cc1	8.8	3.6	nt	-9.2	-0.1	20.3	-11.6	-4.4	-3.3	0.7
O=C(c1ccsc1)N1CCCC(N2CCN(c3cccc(C(F)(F)F)c3)CC2)C1 (stereo not drawn)	1.2	2.0	1.6	8.2	0.3	-12.2	8.1	1.5	2.7	-2.9
O=C(NCc1csc2ccc(Cl)cc12)Nc1cccc2ccccc12	2.4	0.6	0.9	-0.5	3.1	3.4	-13.5	-6.7	-24.4	1.5

New compounds follow:
SMILES	DDE Tn6 FP inh	ARFGAP1 inhibitor	GAA850 FXN act	GC-B act	KLK7 zymogen act	rCAG binder	ASAP1 inh	ADAM10 inh	HGIII-sPLA2 inh	NPR1 activator
N#Cc1cnn2ccc(-c3ccc4c(c3)CCC4)nc12	1.6	-15.3	1.9	-2.0	95.0*	-1.1	-14.1	i	1.1	4.7
CC1CCN(C(=O)COC(=O)/C=C/c2ccc(Br)o2)CC1	-4.4	-10.1	-0.4	0.4	0.6	15.2	16.2	-11.6	9.1	-4.4
Cc1ccc(-c2nc(CS(=O)(=O)CC(=O)N3CCCCCC3)c(C)o2)cc1	-1.6	1.3	0.2	-1.4	-0.1	1.2	11.3	-0.1	-25.3	-1.3
CN(C)S(=O)(=O)N1CCC(Oc2ccc(C(=O)NCCc3cscn3)cc2)CC1	3.5	5.4	1.3	3.9	0.0	-9.4	-12.6	-8.2	2.2	-3.2
COc1ccc(C(=O)C2CCCN(C(=O)C3=CCCC3)C2)cc1OC (stereo not drawn)	0.2	10.6	2.4	-2.7	-0.4	-2.7	-5.4	-4.9	3.5	-1.1
COc1ccc(OC)c(C(=O)c2coc3ccc(OC)cc23)c1	-6.2	6.5	-0.8	1.1	1.2	8.1	18.1	-3.6	5.6	-2.9
COc1ccc(C(=O)/C=C/Nc2ccc(S(=O)(=O)Nc3onc(C)c3C)cc2)cc1	-4.7	-3.4	3.5	0.3	1.3	46.5*	-17.0	1.5	-12.6	-0.4
CC(=O)N/C(=C/c1ccc(OS(=O)(=O)c2ccc(C)cc2)cc1)C(=O)NCCCO	-4.5	6.4	0.2	1.9	-0.1	-0.3	-0.4	0.6	8.4	-2.4
O=C(NCC1CCN(Cc2cccc(Cl)c2)CC1)Nc1ccc(Cl)cc1	7.8	-7.9	-0.1	-3.6	0.0	-2.0	-3.2	-5.8	-27.2	-22.0
O=C(Nc1cccc(-c2cccc(Cl)c2)c1)C1CCN(Cc2ccccn2)CC1	8.8	11.0	-1.5	-1.7	-0.2	-2.0	-0.6	8.4	-12.9	3.3
C[C@]1(CC/C(=C/CO)CO)[C@H](CO)CC[C@@]23COC(=O)C2=CCC[C@@H]31	2.8	-3.9	-0.1	6.4	0.2	-0.5	-6.9	-9.3	-1.6	1.7
C[C@@H]1CN([C@@H](C)CO)C(=O)c2c(c3ccccc3n2C)-c2ccccc2CO[C@H]1CN(C)C(=O)[C@H](C)c1ccccc1	2.4	-8.3	-8.1	-4.4	1.0	8.6	-2.6	2.4	-16.6	-2.9
COCCNC(=S)Nc1cc(OC)c(OC)cc1C#N	-1.8	7.1	0.4	-8.7	-0.6	-1.6	4.0	-16.6	9.2	4.2
Cc1nc([N+](=O)[O-])cn1-c1ccc(N)cc1	-8.3	-0.8	3.0	-2.0	0.0	1.5	2.9	5.9	5.0	-0.1
